Yeast lifespan up: extends the lifespan of yeast | S. cerevisiae growth with nicotinamide, OD615; deaD strain in restrictive glucose medium | 0.68% of 130,000 active | inhibition of the nicotinamide effect, % at 10 µM | AID 775;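 active = inhibition above a set limit, placed 3 SD over the median of all compounds, cut at about 26% in these data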;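 note: 0% = nicotinamide-treated wells and 100% = cells grown without nicotinamide; some compounds called inactive have numbers as strong as hits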
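assay system = DeaD-strain S. cerevisiae | measured by = absorbance at 615 nm | probe or stimulus = nicotinamide 1.5 mM | buffer or medium = CSMM-D glucose medium, restrictive | times = 48 h at 30 °C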
NPY-Y2 antag: antagonists of human neuropeptide Y receptor Y2; NPY-Y2 expressing cells, antagonist mode; inhibition, % at 2.7 µM; 0.99% of 140,000 active; in the data active = inhibition above about 17%;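 note: 0% = vehicle with agonist challenge and 100% = reference antagonist with challenge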
Target sequence (P49146 whole entry, looked up): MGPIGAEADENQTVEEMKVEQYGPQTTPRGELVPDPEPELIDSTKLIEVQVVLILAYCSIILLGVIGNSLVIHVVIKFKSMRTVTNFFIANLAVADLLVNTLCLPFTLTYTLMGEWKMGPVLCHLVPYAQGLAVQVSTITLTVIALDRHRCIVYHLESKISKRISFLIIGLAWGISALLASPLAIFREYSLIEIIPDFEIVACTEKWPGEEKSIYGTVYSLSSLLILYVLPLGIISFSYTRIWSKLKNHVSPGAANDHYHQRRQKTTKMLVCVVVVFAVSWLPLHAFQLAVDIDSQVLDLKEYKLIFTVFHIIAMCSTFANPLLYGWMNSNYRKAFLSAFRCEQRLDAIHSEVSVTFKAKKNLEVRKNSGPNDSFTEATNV
MRP1 act: MRP-1 activation; 0.61% of 140,000 active; H69AR cells + doxorubicin, viability rescue, CellTiter-Glo; viability increase, % at 10 µM;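 active = viability gain under doxorubicin at or above a set limit, the compound median plus 3 SD, cut at about 4.7% in these data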;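 note: MRP-1 overexpressing cells given doxorubicin 25 µM after compound pretreatment; 18-22 h compound pretreatment then 72 h with doxorubicin before readout; 0% = doxorubicin-only wells and 100% = vehicle-treated cells without doxorubicin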
GALR2 blocker: GALR2 (human) receptor antagonism; O43603; GALR2-expressing cells, antagonist mode; 0.39% of 140,000 active; inhibition, % at 4 µM; in the data active = inhibition above about 27%;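 note: cells stimulated with galanin 1-16 at roughly its EC80; 0% = agonist challenge control and 100% = basal control without agonist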
Target sequence (O43603 whole entry, looked up): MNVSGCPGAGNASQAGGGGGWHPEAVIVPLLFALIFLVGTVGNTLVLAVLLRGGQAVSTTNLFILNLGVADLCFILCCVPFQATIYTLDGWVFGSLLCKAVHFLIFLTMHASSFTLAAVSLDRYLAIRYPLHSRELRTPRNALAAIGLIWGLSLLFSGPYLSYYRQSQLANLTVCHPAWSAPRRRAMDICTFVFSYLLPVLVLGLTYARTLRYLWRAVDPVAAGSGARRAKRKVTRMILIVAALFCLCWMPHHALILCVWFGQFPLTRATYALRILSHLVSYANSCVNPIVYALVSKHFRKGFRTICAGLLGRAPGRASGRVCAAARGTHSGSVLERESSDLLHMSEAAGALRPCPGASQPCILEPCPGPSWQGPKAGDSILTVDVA
PTEN del growth: growth suppressors of cells with PTEN tumor suppressor deletion. HCT116 PTEN-null viability, CellTiter-Glo, 60 h; stronger effect = lower value. viability, % at 10 µM. 1.2% of 140,000 active. AID 827;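 active = viability at or below a set limit, 4 SD under the median of all tested compounds, cut at about 3.7% in these data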;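 note: PTEN knockout HCT116 line with beta catenin targeted HCT116 as companion control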
Measles CPE: protection of cells from measles virus; Measles virus-infected cells, CPE protection, absorbance; protection (pct of control), % at 4 µM; 1.5% of 140,000 active; AID 841; in the data active = protection mostly above about 24%, no sharp cut-off; inactive = mostly below about 26%; note: some compounds called inactive have numbers as strong as hits
E-sel TNF inh: TNF alpha driven E-selectin expression inhibition; HUVEC TNFa-induced E-selectin immunofluorescence, high content; inhibition, % at 2 µM; 0.71% of 120,000 active;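 active = inhibition above the batch mean plus 3 SD, and confirmed as a hit on visual image review, cut at about 43% in these data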;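 note: 0% = TNF-stimulated DMSO wells and 100% = unstimulated control wells; not every result past the cut was called active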
Phagocyt inh: macrophage phagocytosis inhibition; inhibition, % at 5 µM; J774A.1 macrophage IgG-bead phagocytosis, imaging; 0.07% of 110,000 active;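 active = inhibition above the mean of the plate negative controls plus 5 SD, cut at about 13% in these data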;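 note: phagocytic index as fraction of beads internalized from green versus red external bead signal; plate controls were DMSO negative control for no effect and cytochalasin-D positive control for full effect; some results beyond the cut were filed as inactive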
bCat KO growth: beta-catenin-lacking colon tumor cell growth suppression; HCT116 beta-catenin knockout viability, CellTiter-Glo, 60 h; stronger effect = lower value; viability, % at 10 µM; 1.5% of 140,000 active; AID 818;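 active = viability at or under a set limit, the compound median less 4 SD, cut at about 6% in these data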;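 note: 0% = Hyamine 1622 control at 20 µM and 100% = untreated cell control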
BB579 growth dn: reduces growth of yeast BB579 in restrictive medium. S. cerevisiae BB579 growth, OD615, 48 h. inhibition, % at 10 µM. 0.51% of 140,000 active;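 active = inhibition above a set limit, 3 SD over the mean compound inhibition, cut at about 44% in these data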; note: inactives centre near -24
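System: Saccharomyces cerevisiae DeaD strain BB579, replicative lifespan model yeast | Buffer or medium: Restrictive glucose-based CSMM-D medium | Times: 4 h preincubation and 48 h exposure at 30 °C | Detection: OD615 turbidity measurement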
* marks the source's active call; other numbers are inactive results; . = not tested or not shown.

SMILES	Yeast lifespan up	NPY-Y2 antag	MRP1 act	GALR2 blocker	PTEN del growth	Measles CPE	E-sel TNF inh	Phagocyt inh	bCat KO growth	BB579 growth dn
CC1=C(C(=O)NCc2ccco2)C2(CCC(C)CC2)OC1=O (stereo not given)	-3	0	-4.1	-2	96	8	.	2	87	-34
COc1ccc(Cl)cc1C(=O)NNC(=S)NC(=O)c1cc(-c2ccccc2)nc2ccccc12	-11	1	-2.5	11	47	4	24	-1	41	-30
CC1(C)CC(=O)C2=C(C1)N=c1s/c(=C/c3ccc(F)c(F)c3)c(=O)n1C2c1ccc(F)cc1 (stereo not given)	-12	-1	-1.9	-7	55	19	-41	0	57	-55
CC(C)(C)NC(=O)Cn1cc(C#N)c2cc(Br)ccc21	0	4	-1.8	3	90	21	17	-2	90	-10
Cc1cc(Cl)ccc1NC(=O)CCC(=O)O	-3	2	0.1	-1	101	22	.	-4	91	-12
O=C1O/C(=C/C(=O)N2CCOCC2)c2ccccc21	.	1	0.4	4	93	2	-1	.	93	-19
CCSc1nnc(-c2ccccc2NC(C)=O)c(=O)[nH]1	-12	5	-2.9	-7	100	6	.	.	105	-12
CCOC(=O)CN1C(=O)C(O)(CC(=O)c2cccc(OC)c2)c2ccccc21 (stereo not given)	0	0	-1.9	-17	56	23	-11	0	49	-34
O=c1c2ccccc2c(/C=N/c2ncn[nH]2)c(O)n1Cc1ccccc1	-10	4	2.5	-12	71	7	-15	-2	86	-50
CCCC(=O)Nc1nnc(CCOC)s1	1	4	-1.0	6	92	19	.	6	97	-32
O=C(CCC(=O)NCCCc1ccccc1)NCCCc1ccccc1	6	4	-2.2	1	97	7	-13	5	88	-20
Cc1ccc2occ(/C=N/O)c(=O)c2c1	41	-1	0.4	-6	84	4	22	-3	84	19
Cc1cc(N)ccc1N=Nc1c(C)n(C)n(-c2ccccc2)c1=O	25	0	-0.9	-2	86	18	-4	-8	97	-29
C=CCn1c(N)c(C(=O)Nc2ccccc2)c2nc3ccccc3nc21	-17	-5	-1.1	-9	23	2	10	2	11	-36
CCCCC(=O)Nc1cc(OC)c(NC(=O)C2CCCCC2)cc1OC	-7	3	-0.9	-5	98	8	-9	0	97	-33
COc1ccc(C(=O)NNC2=NC(C)(C)Cc3cc(C)c(C)cc32)cc1	-15	0	-0.7	-13	100	8	23	0	81	-44
O=C(C1CCC1)N1CCC(c2nc3c(nnn3Cc3c(F)cccc3Cl)c(=O)[nH]2)CC1	-9	1	-3.4	-1	103	41*	-1	-1	91	-39
O=[N+]([O-])c1ccccc1/C=C/C=N/n1c(-c2ccccc2)n[nH]c1=S	-6	1	-3.3	2	77	13	-5	-1	86	-27
Cc1cc(C(=O)Nc2cccc(C(=O)O)c2)c(C)o1	0	2	-1.3	-4	90	0	-13	0	99	-35
Cc1ccc(Nc2cc(C)nc3c(C)ccc([N+](=O)[O-])c23)cc1	-5	1	-2.6	-3	88	14	12	-9	83	-18
Cc1cc2ccccc2nc1SCC(=O)Nc1nc(-c2ccccc2)cs1	-9	3	-3.0	-4	54	19	2	.	57	-50
CCn1c(COc2ccccc2C)nnc1SCC(=O)Nc1ccc2c(c1)OCCO2	-4	0	-1.4	-8	93	7	25	-1	98	9
COc1ccc(CC(=O)OCC(=O)NC(=O)NC(C)C)cc1	-18	4	-1.1	-2	90	17	.	1	104	-16
O=S(=O)(c1ccc(N2CCOCC2)nc1)N1CCOCC1	-6	2	-1.2	3	90	6	3	1	102	-7
O=C(CC(SCCO)c1ccc2c(c1)OCO2)c1ccco1 (stereo not given)	-10	-1	-2.3	-5	95	7	2	.	107	-20
CCCc1cc(=O)[nH]c(SCC(=O)N(C)Cc2ccccc2)n1	1	-1	-2.0	6	109	17	-1	0	101	-12
CC1=C(C(=O)OC(C)(C)C)C(c2cccs2)NC(=O)N1 (stereo not given)	4	2	-1.8	2	93	3	.	2	90	-6
CC1CCCCN1C(=O)c1cc(F)c(F)cc1Cl (stereo not given)	-1	0	0.5	7	90	17	-6	2	99	-10
COc1ccccc1NS(=O)(=O)c1cc(C(=O)NCc2ccco2)ccc1C	-7	1	-1.3	12	95	12	13	4	95	-28
O=C(NCCCN1CCOCC1)c1cc(-c2ccc3c(c2)OCO3)nc2ccccc12	-7	3	-1.6	10	93	21	.	0	88	21

Part of the list above in order of count of non-hydrogen atoms, high to low:
SMILES	Yeast lifespan up	NPY-Y2 antag	MRP1 act	GALR2 blocker	PTEN del growth	Measles CPE	E-sel TNF inh	Phagocyt inh	bCat KO growth	BB579 growth dn
COc1ccccc1NS(=O)(=O)c1cc(C(=O)NCc2ccco2)ccc1C	-7	1	-1.3	12	95	12	13	4	95	-28
COc1ccc(C(=O)NNC2=NC(C)(C)Cc3cc(C)c(C)cc32)cc1	-15	0	-0.7	-13	100	8	23	0	81	-44
Cc1ccc(Nc2cc(C)nc3c(C)ccc([N+](=O)[O-])c23)cc1	-5	1	-2.6	-3	88	14	12	-9	83	-18
O=C(CC(SCCO)c1ccc2c(c1)OCO2)c1ccco1 (stereo not given)	-10	-1	-2.3	-5	95	7	2	.	107	-20
CC1=C(C(=O)OC(C)(C)C)C(c2cccs2)NC(=O)N1 (stereo not given)	4	2	-1.8	2	93	3	.	2	90	-6

Carrying on.
SMILES	Yeast lifespan up	NPY-Y2 antag	MRP1 act	GALR2 blocker	PTEN del growth	Measles CPE	E-sel TNF inh	Phagocyt inh	bCat KO growth	BB579 growth dn
CCC(=O)Nc1nnc(Cc2ccccc2)s1	1	2	-1.8	2	82	21	7	1	83	-31
CCOC(=O)C1CCN(C(=O)CN(c2ccc(OC)cc2)S(=O)(=O)c2c(C)nn(C)c2C)CC1	2	4	-2.2	-12	91	6	.	0	92	-26
c1ccc(COc2ccc(CN3CCN(c4ccccn4)CC3)cc2)cc1	-1	10	-0.5	0	100	25	-7	0	91	-75
Cc1ccc(C)c(CSc2nnc(CCN)o2)c1	-6	4	-1.4	0	87	20	-10	1	76	-4
O=C(NCC(=O)N(c1ccc2c(c1)OCCO2)C(C(=O)NC1CCCC1)c1ccco1)c1ccco1 (stereo not given)	-2	2	-1.5	0	89	24	0	.	94	-30
CCOc1ccccc1NC(=O)CCCc1nc2ccccc2c(=O)[nH]1	-5	1	-2.7	8	78	12	-26	-3	81	12
Cc1ccc(CSc2nnc3c(n2)OC2(Nc4ccccc4-3)C(=O)Nc3ccc(F)cc32)cc1 (stereo not given)	-13	6	-0.3	9	92	1	6	.	82	-19
Cn1c(=O)c2ncn(CC(=O)NCCOc3ccccc3)c2n(C)c1=O	-1	0	-0.9	-3	105	23	-8	1	99	10
COC(=O)c1ccc(NC(=O)CSc2nnc(-c3ccncc3)n2N)cc1	-12	0	-0.5	13	95	5	.	2	99	-5
CCOC(=O)CNC(=O)c1cn(C)c(=O)c2cc(OC)c(OC)cc12	-4	-2	-0.2	2	79	10	.	2	86	-20
COc1ccc2c(c1)OC(O)(C(F)(F)C(F)F)CC2=O (stereo not given)	-17	3	-2.8	3	82	6	.	-1	85	-26
COC(=O)C(Sc1nc(C)cc(C)c1C#N)c1ccccc1 (stereo not given)	-4	1	1.9	8	99	29	19	.	112	-54
CCSC1=C(C#N)C(c2cccs2)C(C(=O)OC)=C(C)N1 (stereo not given)	-5	2	-1.0	13	89	27	8	-1	86	-15
CCC(Sc1nc2n[nH]c(C)c2c(=N)n1-c1cccc(Cl)c1)C(=O)NCCOC (stereo not given)	-15	1	-4.0	1	51	10	.	.	59	-43
O=C(Nc1ccc(S(=O)(=O)N2CCCC2)cc1)c1ccc(CN2CCOCC2)cc1	0	1	0.1	8	.	5	.	.	18	-41

Measles CPE: what is marked active above
| compound | Yeast lifespan up | NPY-Y2 antag | GALR2 blocker | Measles CPE | E-sel TNF inh | Phagocyt inh | BB579 growth dn |
| --- | --- | --- | --- | --- | --- | --- | --- |
| O=C(C1CCC1)N1CCC(c2nc3c(nnn3Cc3c(F)cccc3Cl)c(=O)[nH]2)CC1 | -9 | 1 | -1 | 41* | -1 | -1 | -39 |

Following part.
SMILES	Yeast lifespan up	NPY-Y2 antag	MRP1 act	GALR2 blocker	PTEN del growth	Measles CPE	E-sel TNF inh	Phagocyt inh	bCat KO growth	BB579 growth dn
COC(=O)COc1ccc(S(=O)(=O)NCCC2=CCCCC2)cc1	-9	2	-0.9	-5	97	27	-2	-1	113	2
Cc1c(Cc2ccccc2)sc(NC(=O)/C=C/c2cccc3ccccc23)c1C(N)=O	5	6	-4.4	-7	45	4	-9	7	43	-36
CN(CC(=O)OCC(=O)NCc1ccccc1)S(=O)(=O)c1ccc(Cl)cc1	5	-2	-1.2	-5	87	6	.	2	94	-27
S=C(Nc1cccnc1)NC1CCCCCCC1	-5	1	-4.3	8	91	31	16	-9	99	-9
CCOc1ccc(CC2S/C(=N/c3ccccn3)NC2=O)cc1 (stereo not given)	-7	2	0.6	10	100	11	13	0	101	-40
CCOC(=O)N1CCN(c2ccc3nnnn3n2)CC1	6	0	0.6	-7	112	5	-5	-1	109	-28
O=C(CCCn1c(SCC(=O)NC2CCCCC2)nc2ccccc2c1=O)NCC1CCCO1 (stereo not given)	0	2	-1.1	-1	99	7	.	0	91	-74
CSc1nccc(N2CCN(c3ccc(F)cc3)CC2)n1	-6	3	-0.8	3	78	7	.	-7	80	-17
Cc1ccc(NC(=O)Nc2ccccc2)c(Br)c1	-4	4	2.1	15	95	19	.	.	97	-42
CC(=O)c1ccc(-n2c(-c3cc(-c4ccco4)[nH]n3)n[nH]c2=S)cc1	-13	0	-1.7	-2	96	17	17	.	95	-27
Cc1cc(C(=O)CSC(C)c2nc3ccccc3c(=O)[nH]2)c(C)n1C (stereo not given)	-7	-1	-0.4	6	96	4	-39	-1	97	-66
COc1ccc(-c2nnn(CC(=O)N(C3CCCC3)C(C)C(=O)NC3CCCC3)n2)cc1OC (stereo not given)	-18	4	-0.3	11	81	8	-3	0	82	-3
O=C(NCc1cccnc1)c1cc(Sc2ccccc2Cl)nc2ccccc12	8	3	-2.3	-4	61	8	-51	-5	63	-6
Cc1ccc(NC(=O)c2cc(C)n(-c3cccc(C)c3)c2C)cc1	0	9	-2.0	-6	48	12	.	-6	35	-39

Laid out differently: results already given.
O=C(CC(SCCO)c1ccc2c(c1)OCO2)c1ccco1 (stereo not given)
  Yeast lifespan up: -10; NPY-Y2 antag: -1; MRP1 act: -2.3; GALR2 blocker: -5; PTEN del growth: 95; Measles CPE: 7; E-sel TNF inh: 2; Phagocyt inh: .; bCat KO growth: 107; BB579 growth dn: -20

CCCc1cc(=O)[nH]c(SCC(=O)N(C)Cc2ccccc2)n1
  Yeast lifespan up: 1; NPY-Y2 antag: -1; MRP1 act: -2.0; GALR2 blocker: 6; PTEN del growth: 109; Measles CPE: 17; E-sel TNF inh: -1; Phagocyt inh: 0; bCat KO growth: 101; BB579 growth dn: -12

CC1=C(C(=O)OC(C)(C)C)C(c2cccs2)NC(=O)N1 (stereo not given)
  Yeast lifespan up: 4; NPY-Y2 antag: 2; MRP1 act: -1.8; GALR2 blocker: 2; PTEN del growth: 93; Measles CPE: 3; E-sel TNF inh: .; Phagocyt inh: 2; bCat KO growth: 90; BB579 growth dn: -6

Screening data as filed in PubChem BioAssay.
